From PubChem
Caspase-7 inhib: caspase-7 (human) inhibition, allosteric or competitive; P55210; recombinant caspase-7, Ac-DEVD-AFC fluorescence rate; Potency, µM (highest dose often 57.5 µM), without a hit: top-dose activity change, negative = inhibition, most hits filed as inhibitors; 75,000 tested, 0.02% active; active = well fitted inhibition curve with a large enough effect in the main read-out, with a control signal flat, not every such curve was filed as active; inconclusive = small, poorly fitted or top-dose-only effect, or a change in a side signal; note: potency is the fitted concentration of half-maximal effect; % of control where 0% means no effect
HEK293 cAMP cs: parental HEK293 cAMP activation (counter-screen); AID 938; Potency, µM (titrated, usually from 57.1 µM), for the others: at the highest dose activation, hits mostly activators; 73,000 tested, 2.5% active; parental HEK293 CNG cAMP sensor, membrane potential fluorescence; note: potency is the fitted concentration of half-maximal effect; % of control where 0% means no effect; nearly all actives have a fitted effect of over 55% in size
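Parental HEK 293 cells stably expressing a modified CNG channel (no TSHR) report cAMP rise as membrane depolarization. Membrane potential dye with 100 uM RO 20-1724 was loaded for 60 min at room temperature, then compound added for 30 min; fluorescence read at 590 nm.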
USP2a inh: blocks human ubiquitin-specific protease USP2a | 60,000 tested, 0.1% active | AID 927 | O75604 | Potency, µM (highest dose often 38.3 µM), for the others: top-dose activity change, negative = inhibition, most hits filed as inhibitors | USP2a enzymatic assay, qHTS inhibition;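 note: potency is the fitted concentration of half-maximal effect; nearly all actives have a fitted effect of over 60% in size; plate controls were DMSO for no effect and NEM full inhibition control for full effect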
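USP2 core (20 nM final) was preincubated with compound for 30 min at RT in 20 mM Tris-HCl pH 8.0, 2 mM CaCl2, 2 mM beta-mercaptoethanol; Ub-PLA2 (20 nM) plus NBD C6-HPC (20 uM) then added, fluorescence read after 2.5 h.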
4-MU autofl: 4-MU region autofluorescence; compound autofluorescence, 340/450 nm, 4-MU equivalents; active compounds read high; max dye-equivalent concentration, M; 59,000 tested, 11% active; AID 589; in the data active = max dye-equivalent concentration above about 10 nM; inconclusive = mostly about 1.1 nM to 9.6 nM
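Compounds in 100 mM Tris, pH 8.0, sat 15 min at room temperature before fluorescence was read at 340 nm excitation/450 nm emission; a per-plate six-point 4-MU standard curve converted signals to dye-equivalent concentration at each compound concentration.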
BRCT inh green: BRCA1 BRCT-phosphoprotein interaction inhibition; Potency, µM (series often up to 76.9 µM), for inactives: top-dose activity change, negative = inhibition, most hits filed as inhibitors; AID 875; BRCA1 BRCT-phosphopeptide binding, green fluorescence polarization; 75,000 tested, 0.05% active;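 note: potency is the fitted concentration of half-maximal effect; plate controls were peptide without protein for full effect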
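Fluorescence polarization: His-tagged BRCT (~35 kDa BRCA1 C-terminus, 250 nM) bound to 100 nM fluorescein-labeled phosphorylated 10-aa BACH1 peptide, pH 7.3 phosphate buffer with DTT and Tween 20. Compounds incubated 12 min at room temperature; inhibition read as lowered polarization.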
Rhodamine autofl: compound fluoresces in the rhodamine spectral region; Rhodamine-region fluorescence, 547/598 nm, Tris buffer; active compounds read high; max dye-equivalent concentration, M; 59,000 tested, 0.05% active; AID 594; in the data active = max dye-equivalent concentration above about 11 nM; inconclusive = between about 1.1 nM and that limit
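Compounds in 100 mM Tris buffer, pH 8.0, were incubated 15 min at room temperature, then read at 547 nm excitation and 598 nm emission. Fluorescence was normalized against a per-plate six-point rhodamine standard curve as dye-equivalent concentration.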
Fluorescein autfl: fluorescein region autofluorescence | Compound autofluorescence, 480/540 nm, fluorescein-equivalent; active compounds read high | max fluorescein-equivalent concentration, M | 59,000 tested, 0.91% active; in the data active = max fluorescein-equivalent concentration above about 10 nM; inconclusive = between about 1.1 nM and that limit
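In this qHTS profile, compound fluorescence was measured with a 480 nm/540 nm filter pair following a 15-min room-temperature incubation in 100 mM Tris (pH 8.0). A six-point fluorescein series on each plate served for normalization.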
Texas Red fluor: Texas Red region autofluorescence | Compound fluorescence, Texas Red channel, 547/618 nm; active compounds read high | max dye-equivalent concentration, M | 59,000 tested, 0.06% active; in the data active = max dye-equivalent concentration above about 10 nM; inconclusive = between about 1.1 nM and that limit
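Compound titrations in 100 mM Tris pH 8.0 were incubated 15 min at room temperature and read at 547 nm excitation / 618 nm emission. Texas Red six-point standard curve on each plate converted fluorescence to dye-equivalent concentration.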
BRCT inh red: disrupts BRCA1 BRCT binding to phosphoprotein, red fluorophore readout | P38398 | BRCT-phosphopeptide binding, red fluorescence polarization | Potency, µM (doses to about 76.9 µM), without a hit: at the highest dose activity change, negative = inhibition, actives largely listed as inhibitors | 75,000 tested, 0.03% active | AID 892; note: % is set by controls: 0 for no effect and ±100 for the full control effect
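Fluorescence polarization: 100 nM His-tagged BRCA1 BRCT with 100 nM TAMRA-labelled phospho-BACH1 decapeptide, phosphate buffer pH 7.3 with 150 mM NaCl, DTT, 0.01% Tween 20; 12 min RT. Binding inhibition seen as FP decrease.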
A350 fluor: A350 region autofluorescence; max dye-equivalent concentration, M; AID 590; Compound autofluorescence, 340/450 nm, Alexa 350 dye-equivalents; active compounds read high; 59,000 tested, 11% active; in the data active = max dye-equivalent concentration above about 10 nM; inconclusive = mostly about 1.1 nM to 9.6 nM
Casp1 inh: blocks human caspase-1 allosterically or competitively | P29466 | Caspase-1 enzyme, Ac-WEHD-AFC fluorogenic rate | Potency, µM (highest dose often 57.5 µM), inactives show at the highest dose activity change, negative = inhibition, hits mostly inhibitors | 75,000 tested, 0.03% active;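 note: potency is the fitted concentration of half-maximal effect; plate controls were vehicle for no effect and no substrate for full effect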
The depositor's hits bear a star; i = inactive; ? = inconclusive; . = no result given; [ ] = dose if it differs, or a comment. Unless noted, calls come from the whole dose curve; as a rule, active = well fitted curve in the direction sought with a large enough effect; inconclusive = small, poorly fitted or top-dose-only effect, or another doubt; inactive = no such curve, though single readings can be large; an effect the other way counts as inactive or inconclusive. Only part of the results is shown. The share of hits here may be higher or lower than overall.

SMILES	Caspase-7 inhib	HEK293 cAMP cs	USP2a inh	4-MU autofl	BRCT inh green	Rhodamine autofl	Fluorescein autfl	Texas Red fluor	BRCT inh red	A350 fluor	Casp1 inh
Cc1cc(C)cc(NC2=NCC(=O)N2Cc2ccccc2)c1	-1%	-1%	5%	i	-1.5%	i	?	i	-1.7%	i	-2%
O=C(OCC(=O)N1CCCc2ccccc21)C1CCN(S(=O)(=O)c2cccs2)CC1	-2%	-3%	6%	i	0.9%	i	?	i	0.2%	i	-2%
CC(C)CCNC(=O)CCCn1c(=O)[nH]c2ccc(Br)cc2c1=O	3%	5%	-6%	i	1.6%	i	i	i	-0.8%	i	-1%
CC(C)=CC(=O)Nc1ccccc1C(N)=O	0%	4%	-1%	i	-2.6%	i	i	i	0.1%	i	1%
COC(=O)[C@@]1(Cc2ccc(OC)cc2)[C@H]2c3cc(C(=O)N4CCCC4)n(CCCNc4ncc(C(F)(F)F)cc4Cl)c3C[C@H]2CN1C(=O)c1ccccc1	-3%	17%	.	.	0.3%	.	.	.	-0.6%	.	-2%
Cc1[nH]c(C)c2c(=O)n(-c3ccccc3)ncc12	-4%	10%	.	.	0.4%	.	.	.	1.3%	.	-5%
CC1(C)Cc2ccccc2-c2nnc(-c3cccnc3)n21	1%	3%	-6%	i	0.5%	i	?	i	0.2%	i	-1%
O=C1c2oc3ccc(Cl)cc3c(=O)c2C(c2cccnc2)N1Cc1ccco1 (stereo unspecified)	-3%	11%	1%	1.1e-08M*	-0.7%	i	i	?	0.1%	1.1e-08M*	-5%
COC(=O)n1c(=O)oc2ccccc21	0%	4%	-7%	i	-1.5%	i	?	i	0.8%	i	0%
COc1ccccc1N(CC(=O)NCCSC(C)(C)C)S(C)(=O)=O	-12%	2%[11.4 µM]	10%[7.66 µM]	.	-1.6%	.	.	.	0.3%	.	-12%
COC1CCCCC1NS(=O)(=O)c1ccccc1 (stereo unspecified)	8%	5%	-3%	i	-0.6%	i	?	i	0.1%	i	1%
CCCN(CCC)Cc1c(C(=O)OCC)nnn1-c1nonc1N	-3%	36%	-3%	?	1.4%	i	i	i	0.9%	?	-4%
CSc1nc2sc3c(c2c2nnnn12)CC(C)(C)OC3	.	.	.	i	.	i	i	i	.	i	.
CCOc1ccccc1NC(=O)C1=C(C)NC(=O)NC1c1cccc(OC)c1OC (stereo unspecified)	-2%	29%	13%	i	-0.7%	i	i	i	0.3%	i	0%
COC(=O)COc1ccc(S(=O)(=O)Nc2ccc(NC(C)=O)cc2)cc1	0%	-5%	-3%	i	-3.4%	i	i	i	-0.1%	i	-1%
Cc1cc(S(=O)(=O)N(Cc2ccc3c(c2)OCO3)CC2CCCO2)ccc1-n1cnnn1 (stereo unspecified)	0%	6%	13%	i	0.3%	i	i	i	-0.2%	i	-2%
O=C(NCC1CCCO1)c1cccc(-n2cnnn2)c1 (stereo unspecified)	0%	-14%	1%	i	-3.3%	i	?	i	-1.2%	i	1%
C=C(C)C(O)/C=C/c1ccccc1OC (stereo unspecified)	-2%[11.5 µM]	-3%[11.4 µM]	.	.	0.3%[15.4 µM]	.	.	.	-1.2%[15.4 µM]	.	0%[11.5 µM]
CCOC(=O)C1CCN(C(=O)N2CCOCC2)CC1	0%	3%	6%	i	-1.2%	i	i	i	0.6%	i	0%
COc1ccc(-c2nn(-c3ccccc3)cc2CO)cc1OC	-2%	-7%[11.4 µM]	2%[7.66 µM]	.	-0.7%	.	.	.	3.0%	.	-2%
COC(=O)c1c(C)oc2ccc(NS(=O)(=O)c3cccs3)cc12	-10%	24%	31%[activator]	i	1.9%	i	i	i	-1.2%	i	-2%
